KKLEB cytotox: counter-screen for CF NF-kB inhibitors: cytotoxicity; KKLEB CF airway cells viability, ATPlite luminescence, overnight; active compounds read low; cells stimulated with P. aeruginosa culture filtrate; 0.36% of 360,000 active; AID 602141; activity change (cytotoxicity), % at 5 µM;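 active means corrected activity change at or below -50% at 5 µM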
TWEAK-Fn14 inh: inhibitors of TWEAK-Fn14 interaction signaling | TWEAK-stimulated Fn14 reporter cells, luciferase luminescence, 8 h | inhibition, % at 10 µM | 2% of 360,000 active | AID 1159606; in the data active means inhibition above about 50%
CF NFkB block: blocks PAF-induced NF-kB reporter in cystic fibrosis cells; 0.86% of 360,000 active; KKLEB NF-kB-GFP reporter, GFP fluorescence overnight; inhibition, % at 5 µM;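 active means at least 50% inhibition at 5 µM, scaled per plate between neutral and stimulator controls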;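 further: PAF is a Pseudomonas aeruginosa culture filtrate used as stimulus; plate controls were PAF-stimulated DMSO wells for no effect and unstimulated DMSO wells for full effect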
NR2E3 ag-1: NR2E3 (human) agonism; 0.12% of 320,000 active; GST-NR2E3/biotin-RetCOR TR-FRET, 1536-well; AID 2300; Q9Y5X4; inhibition of corepressor binding, % at 4.78 µM;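 active means percent inhibition above the cutoff of mean plus 3 SD of all tested compounds, set per screening campaign, cut at about 20% in these data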;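 further: 0% = DMSO wells and 100% = biotin wells as full block of FRET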
Target sequence (Q9Y5X4 whole entry, looked up): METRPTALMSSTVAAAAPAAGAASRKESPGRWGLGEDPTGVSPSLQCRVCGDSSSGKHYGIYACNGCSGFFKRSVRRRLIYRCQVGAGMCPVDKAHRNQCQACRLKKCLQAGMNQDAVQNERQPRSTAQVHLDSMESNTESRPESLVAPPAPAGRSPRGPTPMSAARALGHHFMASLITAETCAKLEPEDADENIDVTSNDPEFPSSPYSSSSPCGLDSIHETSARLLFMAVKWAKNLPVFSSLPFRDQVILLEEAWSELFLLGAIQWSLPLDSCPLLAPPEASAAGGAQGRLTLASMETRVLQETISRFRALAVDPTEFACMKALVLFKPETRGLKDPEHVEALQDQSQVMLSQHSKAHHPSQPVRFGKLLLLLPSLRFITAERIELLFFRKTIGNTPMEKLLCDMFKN
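system = GST-tagged NR2E3 plus biotinylated RetCOR corepressor | input = 1.35 nM GST-NR2E3 | also added = 7 nM biotin-RetCOR | schedule = 5 h incubation at 4 °C | measured by = TR-FRET with europium anti-GST and streptavidin-D2, 340 nm excitation | read-out = percent loss of FRET ratio relative to control wells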
NR2E3 ag-2: agonists of human NR2E3 nuclear receptor; AID 602229; CHO-S Gal4-NCOR/VP16-NR2E3 two-hybrid, luciferase; inhibition of corepressor binding, % at 3.98 µM; 0.35% of 360,000 active;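 active means inhibition above the mean of all tested compounds plus 3 SD, cut at about 70% in these data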;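 further: 0% = DMSO with NR2E3 transfected cells and 100% = cells lacking NR2E3 construct; higher means lower luciferase signal from less NR2E3 corepressor binding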
aDG glyco act: increases alpha dystroglycan glycosylation | Pro5-aDG cells, alpha-DG glycosylation AlphaScreen (IIH6); 0% Pro5, 100% B10-LARGE cell signal | activation, % at 10 µM | 0.22% of 360,000 active | AID 624168;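 active means activation of at least 8% versus controls, or a plate z-score of at least 8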;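 further: Pro5 are CHO cells carrying HIG-tagged alpha-DG that lacks glycosylation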
TRPM1 prom inh: inhibitors of MITF-driven TRPM1 promoter in melanoma cells; SK-MEL-5 TRPM1 promoter luciferase, 24 h; inhibition, % at 12.5 µM; 0.83% of 330,000 active;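 active means mean inhibition across replicates of 60% or more, whatever share of single replicates reaches that level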; further: values of inactives mirror those of a sister screen read the other way
HIF-2a block: HIF-2a inhibition | AID 624352 | 786-0 RCC cells HIF-2a reporter, luciferase luminescence, overnight | 0.72% of 360,000 active | inhibition, % at 18.8 µM;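 active means inhibition of the luminescence signal of 40% or more relative to plate controls, in a single-dose primary screen at 18.75 µM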
Peg3 promoter: inhibitors of Peg3 promoter | HeLa PEG-Prom luciferase reporter, luminescence, overnight | inhibition, % at 20 µM | 1.7% of 360,000 active;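 active means inhibition of at least 50% at 20 µM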
hiPSC survival: enhancers of human iPSC single-cell survival. survival enhancement, % at 20 µM. AID 602274. 0.044% of 360,000 active. hiPSC single-cell survival, ATPlite luminescence; 100% = ROCK inhibitor wells, 0% = DMSO; in the data active means survival enhancement above about 18%;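 further: cells exposed to compounds for 16 hours before the ATP read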
Shn3 inh set2: Schnurri-3 reporter inhibition in Clone20 osteoblasts | Clone20 osteoblast Shn3 3'UTR firefly luciferase, 24 h | inhibition, % at 12.5 µM | 0.52% of 360,000 active | AID 588674;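 active means mean inhibition of at least 75% with every replicate also reaching 75%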;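 further: 0% = median of neutral control wells and 100% = pilot-screen positive control compound; some compounds past the cut are filed as inactive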
The depositor's hits bear a star; x = not tested or not shown.

SMILES | KKLEB cytotox | TWEAK-Fn14 inh | CF NFkB block | NR2E3 ag-1 | NR2E3 ag-2 | aDG glyco act | TRPM1 prom inh | HIF-2a block | Peg3 promoter | hiPSC survival | Shn3 inh set2
COC(=O)c1c(NC(NC(=O)C(C)(C)C)C(Cl)(Cl)Cl)sc2c1CCC2 (stereo not drawn) | 6 | 25 | 0 | 1 | -12 | 0.2 | 4 | 23 | 23 | -0.7 | 18
Cc1c(C(=O)/C=C/c2ccccc2F)c2cc(O)ccc2n1C | 5 | -37 | -40 | x | -92 | 1.2 | x | -25 | -132 | 1.7 | -81
O=C(NC1CC1)c1cc(-c2ccc(Br)cc2)nc2ccccc12 | 15 | -14 | -42 | 1 | 4 | -0.1 | -4 | -52 | 3 | -0.4 | 4
CN(CC(=O)Nc1c(Cl)cccc1Cl)C(=O)c1ccc(-n2cncn2)c([N+](=O)[O-])c1 | -2 | 0 | 7 | 0 | 24 | -0.3 | -5 | 3 | 12 | -0.4 | -5
CC(=O)Nc1sc2c(c1C#N)CCC2 | 6 | 6 | -14 | -2 | -7 | 0.0 | -1 | -2 | -5 | -0.2 | 4
CN(C)S(=O)(=O)c1cccc(NC(=O)c2cccc(S(=O)(=O)N3CCCCCC3)c2)c1 | -8 | 8 | 17 | x | 12 | -0.2 | 17 | 9 | 26 | 0.5 | 60
c1ccc2nc(SCc3cn4ccccc4n3)cnc2c1 | -5 | -5 | 1 | 17 | -43 | 0.1 | -50 | -187 | -130 | -0.4 | -29
O=C(c1cc2cc(F)ccc2[nH]1)N1CCc2ccccc21 | 4 | 0 | -13 | x | -202 | 0.0 | -51 | -182 | -214 | 0.3 | -140
CCc1nc(C(N)=O)c2[nH]c(=O)n(-c3ccc(OC)cc3OC)c2n1 | -28 | 3 | 8 | 1 | -17 | 0.9 | 0 | 15 | 4 | 0.1 | -7
CC(C)CC(C(=O)OCC(=O)c1c(N)n(C)c(=O)n(C)c1=O)N1C(=O)C2CC=CCC2C1=O (stereo not drawn) | 10 | 0 | -6 | 2 | -31 | -0.1 | 0 | 14 | 11 | -0.7 | 23
Cc1cc(OCC(O)CNC(C)c2ccccc2)ccc1C(C)C (stereo not drawn) | 6 | 0 | 6 | 2 | 8 | 0.6 | 6 | 9 | 107* | -0.8 | 5
Cc1sc2ncnc(SCC(=O)N(C)C3CCS(=O)(=O)C3)c2c1C (stereo not drawn) | -3 | 17 | 8 | 1 | -13 | -0.1 | 0 | 20 | 16 | -0.1 | 20
Cc1ccc2c(c1)N(C(C)C(=O)NCc1ccccn1)C(=O)CO2 (stereo not drawn) | 5 | -5 | -6 | 0 | -27 | -0.2 | 5 | 10 | 4 | -0.6 | 13
Cc1cccc(CCNC(=O)CCS(=O)(=O)c2ccc3nc(C)sc3c2)c1 | 3 | 5 | -2 | -1 | -12 | -0.2 | 1 | 4 | -11 | 3.2 | -1
CCOC(=O)c1ccc(N/C(=N\S(=O)(=O)c2ccc(F)cc2F)c2ccccc2)cc1 | -1 | 6 | 10 | -2 | -8 | 0.2 | -8 | 17 | -11 | 0.5 | -15
Cc1nnc2n(c1=O)C(CS(=O)(=O)c1ccc3ccccc3c1)CS2 (stereo not drawn) | 5 | 6 | 8 | 1 | 11 | 0.8 | 3 | 16 | 6 | -0.5 | 7
CC/C(=N/OC(=O)c1cccc(C)c1)C(=O)c1cccs1 | 3 | 10 | -18 | 5 | 29 | 0.1 | -2 | 1 | -10 | -0.6 | -12
COCCNC(=O)Cn1nc(C(F)(F)F)c(Cl)c1C | -3 | 0 | 1 | -2 | -18 | 0.2 | 0 | 7 | 7 | 7.7 | -9
Cc1ccc(C(=O)CC(=O)c2ccccc2)cc1 | 2 | -12 | -22 | -2 | -22 | 0.0 | -51 | -285 | -326 | -0.7 | -52
CCCS(=O)(=O)N1CCCC(C(=O)NCc2ccc3c(c2)OCO3)C1 (stereo not drawn) | 9 | 46 | 0 | 5 | 2 | 0.0 | -3 | 11 | 4 | -1.5 | -6
CCCCN(C)CCCNC(=O)C1CC(=O)N(Cc2ccc(OC)cc2)C1 (stereo not drawn) | -7 | 5 | 8 | 4 | -18 | -0.1 | 2 | 12 | 8 | -0.7 | 5
COc1ccccc1N(C)S(=O)(=O)c1ccc(C(=O)Nc2nnc(C)s2)cc1 | -4 | 12 | -8 | x | -1 | -0.3 | -8 | 0 | -3 | 0.3 | -4
Clc1ccc(NN(Cc2ccncc2)c2ccc(Cl)cc2)cc1 | -9 | 7 | -8 | x | -36 | 0.2 | x | -55 | -28 | -1.8 | -4
COc1cc(OC)c(C(=O)OCC(=O)Nc2cc(C)on2)cc1OC | 4 | 11 | 4 | 2 | -17 | -0.2 | 5 | 19 | -3 | -0.9 | -9
Cc1cccc(OCC(=O)NNC(=O)C2CCN(c3ncnc4sc(C)c(C)c34)CC2)c1 | 11 | 38 | -1 | 1 | -22 | -0.1 | 7 | 22 | 34 | -0.6 | 23
CC1CCC2(CC1)NC(=O)N(NC(=O)CSc1nnc(NC3CC3)s1)C2=O (stereo not drawn) | -6 | 4 | 2 | 0 | 9 | -0.1 | -4 | 4 | 6 | 0.0 | -60
CCOC(=O)C1=C(C)NC(=O)C(C#N)C1c1ccncc1 (stereo not drawn) | 6 | 5 | 1 | 1 | -7 | -0.1 | 1 | 3 | 3 | 0.1 | -16
O=C(CCN1CCC2CCC(C2)C1)c1ccccc1 (stereo not drawn) | 15 | 2 | -2 | x | -5 | 1.3 | 9 | -18 | 0 | 2.1 | -5
CCn1c(C)cc(/C=C2\NC(=O)N(CC(=O)Nc3cccc(C)c3)C2=O)c1C | 3 | -17 | 9 | 2 | 0 | -0.7 | 9 | 7 | 10 | 2.2 | 2
CCOc1ccc(NC(=O)C(C)C(Cc2ccc(C)cc2)C(=O)O)cc1 (stereo not drawn) | -10 | -10 | -16 | 2 | -43 | 0.0 | 3 | 22 | 5 | 0.6 | 11
CC1(c2nnc(Cc3ccccc3)o2)CC(c2cccc(F)c2)=NO1 (stereo not drawn) | 3 | -5 | 4 | 2 | -11 | -0.1 | 10 | 5 | 1 | -1.8 | -9
O=C(c1cc2sccc2n1Cc1ccc(F)cc1)N1CCN(c2nc3ccccc3s2)CC1 | 4 | 65* | 2 | 2 | 74* | 3.7 | 16 | 8 | 29 | -5.1 | 82
NS(=O)(=O)c1ccc(N=Nc2c(O)[nH]c3ccc(Br)cc23)cc1 | 24 | -16 | 4 | 3 | 47 | 0.1 | -7 | -64 | 99* | 0.0 | -12
COC(=O)c1ccccc1N1C(=O)C2C(C1=O)C1C=CC2C12CC2 (stereo not drawn) | 0 | 16 | 5 | -1 | -8 | 0.1 | 1 | 7 | 9 | -1.8 | 15
Cc1ccc(C(=O)N/C(=C/c2cccnc2)C(=O)O)cc1 | 4 | 20 | 5 | -2 | -21 | 0.0 | 10 | 15 | -29 | -1.0 | 4
Cc1ccc(NS(=O)(=O)c2ccccc2Cl)c2c1CC(C)(C)O2 | -5 | -7 | 4 | 0 | -11 | 0.2 | 8 | 20 | 23 | -2.2 | 0

Reprinted from the part before: 2 entries, followed by the next part.
SMILES | KKLEB cytotox | TWEAK-Fn14 inh | CF NFkB block | NR2E3 ag-1 | NR2E3 ag-2 | aDG glyco act | TRPM1 prom inh | HIF-2a block | Peg3 promoter | hiPSC survival | Shn3 inh set2
Cc1ccc(C(=O)N/C(=C/c2cccnc2)C(=O)O)cc1 | 4 | 20 | 5 | -2 | -21 | 0.0 | 10 | 15 | -29 | -1.0 | 4
Cc1ccc(NS(=O)(=O)c2ccccc2Cl)c2c1CC(C)(C)O2 | -5 | -7 | 4 | 0 | -11 | 0.2 | 8 | 20 | 23 | -2.2 | 0
CN(Cc1ccccc1)C(=O)C1CCCN1S(=O)(=O)c1ccc2c(c1)n(C)c(=O)c(=O)n2C (stereo not drawn) | 6 | -1 | -2 | 2 | 14 | -0.1 | 10 | 14 | 1 | 0.9 | -17
O=C(CC1SC(=Nc2ccccc2)N(Cc2ccccn2)C1=O)Nc1ccc(Br)cc1 (stereo not drawn) | 10 | 44 | -7 | 0 | -40 | 1.5 | -1 | -75 | -1 | -0.5 | -18
CCOC(=O)c1c(C)n(-c2ccc(OC)cc2)c2ccc(O)c(CN(C)C)c12 | -11 | 1 | 17 | -2 | 6 | 0.6 | 9 | 24 | 55* | -0.8 | -15
CCOc1ccc(CCNC(=O)COC(=O)c2ccco2)cc1OCC | -4 | -2 | 0 | 3 | -2 | -0.1 | -1 | 4 | -5 | -2.4 | 1
Cc1cccc(OCC(=O)NC(C)C(=O)N/N=C/c2c(OCc3ccccc3)ccc3ccccc23)c1 (stereo not drawn) | -8 | -27 | -1 | 4 | -37 | -0.2 | -69 | -183 | -130 | 2.4 | 2
O=C(NCCc1cccnc1)C1CCC(=O)N(Cc2cccc(C(F)(F)F)c2)C1 (stereo not drawn) | 7 | -17 | 6 | -3 | -2 | -0.4 | 5 | 20 | 2 | -0.6 | -30
Cc1ccc(N/N=C(\C#N)C(=O)c2ccsc2)cc1 | -11 | -18 | 0 | -2 | -27 | -0.1 | 1 | -182 | -54 | 0.7 | -3
CCCCc1c(C)c(C#N)c2[nH]c3ccccc3n2c1=O | -7 | 9 | 32 | 5 | -6 | -0.1 | 12 | -2 | 18 | 1.1 | 27
Cc1c(=O)n(OCc2ccccc2)c2ccccc2[n+]1[O-] | 4 | 9 | -21 | 3 | -28 | 0.0 | 21 | -1 | 8 | -0.2 | -8
COc1ccc(-c2nnc(SCC(=O)Nc3ccc(Cl)cc3)n2C)cc1 | 12 | 0 | -26 | -1 | -4 | 0.0 | 5 | 11 | -15 | -1.2 | -4
COc1ccc(OC)c(NC(=O)CC2SC(=Nc3ccccc3)N(CCc3ccccn3)C2=O)c1 (stereo not drawn) | -2 | -1 | 15 | 4 | 2 | 0.2 | -1 | -23 | -16 | -1.3 | -37
CCOC(=O)C1=C(C)Nc2ncnn2C1/C=C/c1ccccc1 (stereo not drawn) | -13 | -12 | 10 | -7 | 5 | -0.2 | 6 | 4 | -37 | -2.9 | -2
CC(C)n1nnnc1-c1cccc(Cl)c1 | -1 | 9 | -28 | 3 | 19 | -0.2 | 10 | 17 | -10 | 1.4 | -11
COc1ccc(CCNC(=O)C(=O)NCC2CCCN2S(=O)(=O)c2ccccc2)cc1 (stereo not drawn) | 1 | -18 | -4 | 5 | 14 | 2.9 | 1 | 9 | 39 | 0.6 | 26
N#C/C(=C(/O)C(Cl)(Cl)Cl)c1nc2ccccc2[nH]1 | 8 | 1 | -24 | 3 | -17 | -0.1 | 8 | 8 | 20 | 0.4 | 18

Of the compounds above, these contain a CF3 group:
SMILES | KKLEB cytotox | TWEAK-Fn14 inh | CF NFkB block | NR2E3 ag-1 | NR2E3 ag-2 | aDG glyco act | TRPM1 prom inh | HIF-2a block | Peg3 promoter | hiPSC survival | Shn3 inh set2
COCCNC(=O)Cn1nc(C(F)(F)F)c(Cl)c1C | -3 | 0 | 1 | -2 | -18 | 0.2 | 0 | 7 | 7 | 7.7 | -9
O=C(NCCc1cccnc1)C1CCC(=O)N(Cc2cccc(C(F)(F)F)c2)C1 (stereo not drawn) | 7 | -17 | 6 | -3 | -2 | -0.4 | 5 | 20 | 2 | -0.6 | -30

Screens as filed in PubChem BioAssay.
